Assay outcomes deposited in PubChem by several laboratories.
bovine MsrA act – activates bovine MsrA enzyme; purified bovine MsrA, absorbance read-out; activation, % at 10.6 µM; 360,000 compounds, 0.3% hits; AID 602163; in the data active means activation above about 7.5%;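 further: 0% = vehicle and 100% = reference activator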
LMPTP block – blocks human LMPTP phosphatase. inhibition, % at 20 µM. P24666. 360,000 compounds, 0.22% hits. recombinant LMPTP-A, OMFP fluorogenic substrate, fluorescence intensity;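 active means compounds that cut the enzyme signal by at least half of the control window in the single-dose screen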;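 further: plate controls were DMSO wells with enzyme plus substrate for no effect and substrate without enzyme for full effect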
Target sequence (P24666 whole entry, looked up): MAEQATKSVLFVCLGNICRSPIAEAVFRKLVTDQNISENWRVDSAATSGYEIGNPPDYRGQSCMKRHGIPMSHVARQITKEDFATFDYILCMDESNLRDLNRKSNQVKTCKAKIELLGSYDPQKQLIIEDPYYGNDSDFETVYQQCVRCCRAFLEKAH
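Assay system: LMPTP-A phosphatase enzyme | Input: 0.625 nM enzyme | Also added: Fluorogenic phosphatase substrate OMFP at 400 µM final | Compound dosing: One test concentration per compound, 20 µM, with 3% DMSO overall | Schedule: 50 min enzyme reaction at room temperature, protected from light | Signal: Fluorescence intensity | Benchmarks: no-enzyme and uninhibited controls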
STEP inh – blocks human striatal-enriched tyrosine phosphatase; P54829; recombinant STEP, OMFP fluorogenic substrate, fluorescence; inhibition, % at 20 µM; 360,000 compounds, 0.25% hits;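 active means inhibition at 20 µM, scaled per plate between control wells, above about 37%, limit read from the data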;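 further: 0% = DMSO with enzyme and substrate and 100% = substrate only without enzyme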
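System: STEP phosphatase, cell-free reaction; Buffer or medium: Bis-Tris pH 6.0 buffer with DTT, detergent; Incubation: 20 min at room temperature, dark; Measured by: fluorescence, 480/540 nm.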
MsrA inh – inhibits bovine methionine sulfoxide reductase A; purified bovine MsrA, absorbance read-out; inhibition, % at 15.5 µM; 360,000 compounds, 0.75% hits; AID 651718; in the data active means inhibition above about 4.5%;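 further: 0% = vehicle wells with enzyme and 100% = reference inhibitor wells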
Tb MetRS inh – Trypanosoma brucei MetRS inhibition; inhibition, % at 11.9 µM; AID 624268; 360,000 compounds, 0.4% hits; purified T. brucei MetRS, ATP depletion, Kinase-Glo luminescence;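 active means inhibition above a per-plate cutoff of the control wells' mean inhibition plus 3 SD, cut at about 5.5% in these data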;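 further: 0% = DMSO wells median and 100% = median of wells with control inhibitor compound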
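Material – parasite MetRS enzyme · Medium – HEPES-MgCl2-KCl buffer plus DTT, spermine, BSA, pyrophosphatase · Reagent – ATP, methionine and E. coli bulk tRNA substrates · Times – 15 min enzyme-compound preincubation, 2 h reaction, 10 min detection, 25 °C · Measured by – luminescence of leftover ATP · Evaluation – percent inhibition relative to median high and low control wells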
SUMO1-SIM PPI – alters human SUMO1 binding to SIM partners; P63165; SUMO1 binding to a labelled peptide, TR-FRET, 1 h; inhibition, % at 20 µM; 360,000 compounds, 0.33% hits; AID 602429; in the data active means inhibition above about 37%
Target sequence (P63165 whole entry, looked up): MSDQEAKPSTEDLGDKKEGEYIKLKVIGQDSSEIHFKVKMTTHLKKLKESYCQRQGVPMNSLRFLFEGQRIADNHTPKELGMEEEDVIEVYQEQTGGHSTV
NRP1-CendR mod – NRP-1/CendR interaction modulation. O14786. 360,000 compounds, 0.85% hits. inhibition, % at 25 µM. FAM-RPARPAR peptide binding to NRP-1, fluorescence polarization. AID 602438;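 active means inhibition or corrected inhibition above about 18%, plus a signal ratio from 0.5 to 1.5, limit read from the data, passing the limit was not always enough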; further: strong numbers were not always called active
Scp1 inh – inhibitors of human Scp-1 phosphatase. Q9GZU7. Recombinant Scp1, phosphopeptide, malachite green phosphate absorbance. inhibition, % at 20 µM. 340,000 compounds, 0.88% hits;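 active means inhibition above about 50% at 20 µM, limit read from the data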;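 further: plate controls were DMSO wells with enzyme for no effect and wells lacking enzyme for full effect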
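Test system: SCP-1 phosphatase catalytic domain, residues 76-261; measured by: colorimetric phosphate reagent with accelerator and stabiliser, absorbance at 630 nm; timing: enzyme reaction 45 min at room temperature, colour 5 min, stabilisation 30 min; also added: Phosphorylated 17-residue peptide substrate; compound dosing: one concentration, 20 µM, with 1.0% DMSO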
eLon inh – inhibitors of E. coli Lon protease. P0A9M0. purified E. coli Lon protease, fluorescence polarization. inhibition, % at 7.94 µM. 360,000 compounds, 0.42% hits; in the data active means inhibition above about 13%, passing the limit was not always enough;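 further: 0% = enzyme with probe and DMSO and 100% = no enzyme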
Target sequence (P0A9M0 whole entry, looked up): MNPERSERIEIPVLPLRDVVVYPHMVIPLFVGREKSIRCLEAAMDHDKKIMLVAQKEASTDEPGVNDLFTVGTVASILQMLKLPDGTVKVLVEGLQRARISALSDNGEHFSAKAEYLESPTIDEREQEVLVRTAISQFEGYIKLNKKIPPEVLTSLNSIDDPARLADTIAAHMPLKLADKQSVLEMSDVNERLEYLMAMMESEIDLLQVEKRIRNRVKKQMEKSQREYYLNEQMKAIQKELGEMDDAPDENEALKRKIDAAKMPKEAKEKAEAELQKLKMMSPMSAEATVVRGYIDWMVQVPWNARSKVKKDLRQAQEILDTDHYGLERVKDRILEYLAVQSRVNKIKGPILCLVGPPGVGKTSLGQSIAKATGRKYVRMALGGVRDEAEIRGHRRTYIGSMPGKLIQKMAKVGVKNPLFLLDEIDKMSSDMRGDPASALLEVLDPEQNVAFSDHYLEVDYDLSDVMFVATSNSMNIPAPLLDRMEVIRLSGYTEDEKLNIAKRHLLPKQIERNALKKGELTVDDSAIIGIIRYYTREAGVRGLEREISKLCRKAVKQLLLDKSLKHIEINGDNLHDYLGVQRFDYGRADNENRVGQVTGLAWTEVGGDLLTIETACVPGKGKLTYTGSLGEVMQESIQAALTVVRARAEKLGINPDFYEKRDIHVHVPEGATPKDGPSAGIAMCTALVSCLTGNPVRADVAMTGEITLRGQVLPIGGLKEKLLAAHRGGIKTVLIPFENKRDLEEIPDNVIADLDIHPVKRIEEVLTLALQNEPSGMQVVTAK
DNMT1 block – inhibitors of human DNMT1; P26358; DNMT1 molecular beacon, Hinp1I cleavage, fluorescence; inhibition (reported as % activation of signal), % at 10 µM; 360,000 compounds, 0.83% hits; AID 588458; in the data active means inhibition above about 50%
* = called active by the depositor; . = no result given.

SMILES	bovine MsrA act	LMPTP block	STEP inh	MsrA inh	Tb MetRS inh	SUMO1-SIM PPI	NRP1-CendR mod	Scp1 inh	eLon inh	DNMT1 block
COc1ccccc1CN1CC(C(=O)N(C)Cc2ccncc2C)CCC1=O (centres undefined)	-2	-1.3	-3	-1.6	-0.3	6	0	-9	1	0
OC[C@@H]1CN(Cc2ccc(-c3ccccc3)cc2)C[C@H](n2cnc3c(Nc4ccccc4)ncnc32)O1	-3	5.2	-2	-0.6	-0.3	-2	0	.	2	-39
O=C(CCc1nnc(CCCCc2ccccc2)o1)N1CCN(CCO)CC1	-9	-0.8	-1	-0.8	-0.5	1	4	-2	-3	2
O=C(c1cc2c(s1)-c1ccccc1S(=O)(=O)C2)N1CCN(Cc2ccccc2)CC1	-1	1.1	1	1.8	0.7	-19	0	-12	1	-2
O=C(Cc1ccsc1)NCC(=O)Nc1ccccc1Br	-1	-1.0	-1	-0.2	-0.3	-2	4	-5	5	7
COc1ccc(C(C)NC(=O)c2ccccc2Cl)cc1OC (centres undefined)	-2	-1.6	-1	0.3	0.5	0	-8	-11	6	-1
CCCCCn1c(CNC(=O)CCC)nc2ccccc21	-1	0.5	-3	0.5	0.3	1	-7	-1	-8	2
COCCNc1nnc(SCC(=O)c2cc(C)n(C3CC3)c2C)s1	-1	0.7	-2	0.9	-0.1	-1	-8	.	-15	2
O=C(c1cc(-c2cccs2)on1)N1CCCCC1	-3	0.1	-6	-0.6	-0.4	-8	5	-8	-2	-4
CCn1c(SCC(=O)c2c(N)n(C3CC3)c(=O)[nH]c2=O)nnc1-c1ccccc1OC	-1	-2.4	-1	0.8	0.1	5	0	-2	6	6
O=S(=O)(Nc1ccc(O)cc1)c1cccc2cccnc12	0	-0.8	3	1.0	0.1	3	3	-6	0	-3
O=C(c1cccs1)N1CCc2ccccc2C1	-1	-1.6	0	0.5	-0.1	0	0	-3	-4	-11
CCOC(=O)CNS(=O)(=O)c1cc(-c2n[nH]c(=O)c3ccccc23)ccc1C	-2	0.5	-4	0.7	0.0	1	0	-3	2	-2
COc1cccc(CNC(=O)CN2C(=O)NC(Cc3ccccc3)(c3ccccc3)C2=O)c1 (centres undefined)	-2	-0.6	-1	0.6	-0.2	5	20	-6	1	-1
Cc1ccc(SC(C)c2nc(-c3ccccc3)no2)cc1 (centres undefined)	-9	1.8	3	0.3	-1.2	5	6	-1	0	-1
O=C(CNc1n[nH]c(=O)[nH]c1=O)N/N=C/C=C/c1ccccc1	-1	0.4	-1	1.4	0.1	-17	0	-7	-13	14
Cc1ccc(N(C)S(=O)(=O)c2cccc(C(=O)Nc3ccc(N4CCOCC4)cc3)c2)cc1	-7	0.1	-1	0.0	-0.5	-4	7	-1	-1	-19
CCOC(=O)c1[nH]cc(-c2ccccc2)c1N1CCOCC1	-5	1.6	-4	0.4	0.1	-3	-22	5	-8	-2
CCCCSc1ncnc2[nH]ncc12	-2	-1.9	-1	-0.3	-0.1	-1	-11	1	-5	-1
Cc1nc(NC(=O)CSc2nnc(C)n2CC2CCCO2)sc1C (centres undefined)	-2	0.6	-1	-1.4	-0.3	-3	8	-5	-8	3
Cc1cc(Cl)c(C)c(S(=O)(=O)N2CCN(C(=O)C3CCCO3)CC2)c1Cl (centres undefined)	-4	-0.1	1	1.5	-0.5	-2	1	0	3	4
CC(C)CCN1CCNC(=O)C1CC(=O)NCCCN1CCOCC1 (centres undefined)	-7	-7.7	-2	-0.7	-0.4	4	2	-5	3	0
CCC(CC)c1nnc(NC(=O)C2=COCCO2)s1	2	-0.4	0	-0.4	-0.6	9	15	-3	-7	2
CCCOc1ccc(NC(=O)CC2C(=O)N(Cc3ccccc3)C(=S)N2Cc2cccs2)cc1 (centres undefined)	-1	2.3	0	-1.0	-0.7	-1	11	-14	1	-17

A different layout for part of the listing above:
Below each compound – bovine MsrA act	LMPTP block	STEP inh	MsrA inh	Tb MetRS inh	SUMO1-SIM PPI	NRP1-CendR mod	Scp1 inh	eLon inh	DNMT1 block
CCOC(=O)c1[nH]cc(-c2ccccc2)c1N1CCOCC1
→ -5	1.6	-4	0.4	0.1	-3	-22	5	-8	-2
CCCCSc1ncnc2[nH]ncc12
→ -2	-1.9	-1	-0.3	-0.1	-1	-11	1	-5	-1
Cc1nc(NC(=O)CSc2nnc(C)n2CC2CCCO2)sc1C (centres undefined)
→ -2	0.6	-1	-1.4	-0.3	-3	8	-5	-8	3
Cc1cc(Cl)c(C)c(S(=O)(=O)N2CCN(C(=O)C3CCCO3)CC2)c1Cl (centres undefined)
→ -4	-0.1	1	1.5	-0.5	-2	1	0	3	4

More results follow:
SMILES	bovine MsrA act	LMPTP block	STEP inh	MsrA inh	Tb MetRS inh	SUMO1-SIM PPI	NRP1-CendR mod	Scp1 inh	eLon inh	DNMT1 block
C[C@@H]1CN([C@@H](C)CO)C(=O)CCCn2cc(nn2)CO[C@H]1CN(C)S(=O)(=O)c1ccc(Cl)cc1	-6	-1.2	-1	1.0	-1.7	3	-3	.	0	6
CCOCc1nnc(NC(=O)c2cc(C(=O)OC)cc([N+](=O)[O-])c2)s1	0	1.3	3	0.9	0.5	-19	-3	-10	-2	0
CCCCc1nc(NCc2ccccc2)c(C#N)c2c1CCCC2	-2	3.0	5	1.4	-0.3	3	-6	-4	2	1
CCC12CN(C(=O)c3ccc(C)cc3)CC(CC)(CN(C(=O)c3ccc(C)cc3)C1)C2=O	0	0.2	-3	-1.1	-0.9	-4	-2	-6	-9	4
Cn1c(=O)c2c(nc(SCC(=O)N3CCCCCC3)n2C)n(C)c1=O	-2	-1.1	2	-0.4	0.1	0	-1	-5	-3	2
CSc1nc(-c2ccco2)nn1C(=O)CCc1ccccc1	-4	0.6	2	0.5	-0.2	-3	-12	-9	1	1
CC(Oc1ccc(Cl)cc1Cl)C(=O)Nc1ccc(N2CCN(C)CC2)cc1 (centres undefined)	-3	-2.7	4	-0.1	-0.5	-4	-15	-5	-2	0
COc1ccccc1N(C)S(=O)(=O)c1ccc(C)c(C(=O)NCc2ccccn2)c1	-2	-0.8	-3	0.0	-0.4	4	-3	-7	1	-1
CCOC(CNC(=O)C(=O)NCC(c1ccco1)N1CCN(c2ccc(OC)cc2)CC1)OCC (centres undefined)	-1	-0.6	1	1.2	-0.3	2	8	-3	-12	0
COc1ccc(S(=O)(=O)/C(C#N)=C/Nc2cccc(OC)c2)cc1	-2	2.3	-6	2.8	0.2	3	-5	-5	3	-5
CC(C)(C(=O)N1CCC1(C)C(=O)NS(=O)(=O)c1ccc(Cl)s1)c1ccccc1 (centres undefined)	-2	-1.5	-2	-0.3	0.0	5	-4	.	-12	0
O=C(NCc1ccco1)c1cc(-c2cccs2)on1	-2	-0.4	0	0.7	0.1	-10	-2	-3	4	3
Nc1cccc2c1C(=O)N(C(=O)/C=C/c1cccc(Br)c1)C2=O	-12	2.1	-2	1.9	-0.6	1	-7	-12	-1	14
CCc1ccc(S(=O)(=O)n2c(C)nc3ccccc32)cc1	-3	-2.2	-3	-0.9	-0.2	2	18	-6	-4	1
O=C(c1ccc(S(=O)(=O)N2CCCCC2)cc1)N(c1ccccn1)C1CCCCC1	-2	-0.6	0	0.7	-0.6	-6	5	-9	-7	1
O=C(COc1ccc(S(=O)(=O)Nc2ccccc2)cc1)N1CCOCC1	-9	-1.6	-1	0.4	-1.5	0	-2	1	-12	4
COc1ccc([C@H](C)NC[C@H](O)c2ccc(O)c(NC=O)c2)cc1	-7	0.2	0	.	-1.7	-1	-2	-12	-4	-4
CCOc1ccc(CN(C)C(=O)CNC(=O)c2cc(OC)c(OC)c(OC)c2)cc1	-5	-1.6	1	0.8	-0.7	5	5	-10	0	5
CCCCC1OC23CCCCC2C(C#N)(C(=N)O3)C1(C#N)C#N (centres undefined)	2	-2.2	8	-0.6	-0.4	5	-5	4	25*	-7
COc1ccccc1C(=O)NNC(=O)Cc1ccccc1	-3	0.2	-3	-0.4	-0.7	2	6	-1	-1	1
O=C(NCCOc1ccccc1)c1ccccc1	-13	0.4	-1	-0.6	-1.9	0	-11	3	1	5
CO/N=C(/CS(=O)Cc1ccccc1Cl)c1ccc(Cl)cc1Cl (centres undefined)	0	0.5	0	0.2	-0.4	-4	-3	-5	-2	-1
CN1CCN(c2ccc(CNC(=O)C3(C)Cc4c(-c5ccc(C(N)=O)cc5)ccnc4O3)cc2)CC1 (centres undefined)	-1	-0.1	-2	-0.8	-0.2	12	-7	.	-6	-1
O=C(c1cccs1)N1CCN(C(=O)C2CCCO2)CC1 (centres undefined)	5	-2.7	-9	-0.5	-0.1	3	-3	-11	-11	0
O=C(c1cccc(Br)c1)c1cn(-c2ccccc2)nc1C(=O)c1ccccc1	0	3.8	1	0.3	-0.2	0	2	-32	-15	-10
Cc1ccc(N(CC(=O)N2CCn3c2nc2ccccc23)S(=O)(=O)c2c(C)n[nH]c2C)cc1	-13	1.1	1	0.1	-1.7	3	1	-4	-6	-3
CCN(CC)CCNC(=O)c1cc(-c2ccco2)nc2ccccc12	-1	-5.2	1	1.1	0.4	-11	-7	-6	-2	-4
COc1ccc(S(=O)(=O)CC2(O)CCN(C(=O)C(C)(C)C)CC2)cc1	-2	0.3	-3	0.1	-0.3	0	1	-3	-14	0
CCc1nc(NCc2cccs2)c2nnn(Cc3ccccc3)c2n1	-2	-2.7	4	-0.2	-0.1	1	-11	.	-8	67*
O=C(Cn1cnc2c(nnn2Cc2ccccc2F)c1=O)OCc1ccccc1	-2	0.5	16	0.1	-0.1	0	1	-14	0	-2
Cc1ccc2nc(-c3cccc(Cl)c3)c(Cc3cccc(F)c3)n2c1	-9	4.2	.	0.7	-1.4	8	3	.	-4	.
O=C(COC(=O)CCCN=C1NS(=O)(=O)c2ccccc21)NC(=O)NC1CCCC1	-1	-1.2	-2	0.1	0.3	2	6	2	-8	3
CCC(=O)c1ccc(CCCCCC(=O)O)s1	-4	1.7	-1	0.5	-0.1	0	4	4	2	50
COc1ccc(C(OC(=O)c2ccco2)C(=O)NC(C)(C)C)cc1 (centres undefined)	-2	-1.8	-1	-0.9	-0.7	-2	4	-4	-4	2
Cc1ccc(S(=O)(=O)N/N=C/c2cc([N+](=O)[O-])ccc2O)cc1[N+](=O)[O-]	-4	-0.4	-3	2.9	-0.7	3	-15	-7	-2	2
O=C(NC(=S)Nc1ccc(N2CCOCC2)cc1)c1ccccc1	-7	-0.5	1	1.6	-1.8	0	-7	5	1	-2
O=C(c1ccc(N2CCOCC2)cc1[N+](=O)[O-])N1CCOCC1	-11	2.8	0	0.5	-1.4	-8	-11	-3	2	7
